High-throughput results: PubChem BioAssay, Sanford-Burnham Center for Chemical Genomics
MKP-3 inhibition: MKP-3 phosphatase inhibitors, primary screen, biochemical, rat enzyme, in vitro (AID 425) | hit rate 0.17% among 110,000 | recombinant MKP-3 phosphatase activity, fluorescence; higher % means a stronger effect | one-dose inhibition, % at 20 µM; IC50 in µM for titrated hits; in the data active = inhibition above about 50%;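 note: plate controls were vehicle for no effect and reference inhibitor for full effect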
Hsp70 displacement: Hsp70 inhibitors, probe displacement, primary screen, biochemical, fluorescence polarization (AID 583) | Hsp70 fluorescence polarization probe displacement, mP; higher % means a stronger effect | one-dose displacement, % at 20 µM; IC50 in µM for titrated hits | hit rate 0.06% among 140,000; in the data active = displacement above about 50%;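 note: plate controls were vehicle for no effect and reference ligand for full effect; a part of the inactive calls stands beside numbers as strong as those of hits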
Numbers without * were called inactive; · = no result given; & = joins results of further samples. Not all compounds are listed; rates above refer to the full screens.

SMILES	MKP-3 inhibition	Hsp70 displacement
CN(C)c1ccc(NC(=O)Nc2ccc(Cl)cc2)cc1	0.0%	-0.4%
CN(C)C(=O)NCCSCc1ccccc1Cl	-0.4%	2.7%
COC(=O)C1=CN(Cc2ccc(C)cc2)C=C(C(=O)OC)C1c1ccc(OC(F)(F)F)cc1	0.6%	4.9%
CC(C)CNC(=O)c1cccc(NC(=O)CSCc2ccccc2)c1	1.9%	-2.5%
N#Cc1nc(COc2ccc(Cl)cc2Cl)oc1N1CCN(c2ccccc2)CC1	-3.2%	-2.2%
Cc1ccc(NC(=O)CSc2nnc(Cn3cnc4ccccc43)o2)cc1	2.5%	1.0%
Cn1ccnc1SCc1ccc(C(=O)O)cc1	0.7%	-2.0%
COc1ccc2[nH]c(=O)c(CN(Cc3cccs3)S(=O)(=O)c3cccc4nsnc34)cc2c1	6.0%	5.5%
O=S1(=O)C=C(N2CCCCC2)c2ccccc21	3.0%	0.6%
COc1ccc(Cl)cc1NC(=O)c1ccoc1C	-12.5%	-0.2%
COc1ccc(NC(=S)Nc2cccc([N+](=O)[O-])c2)cc1	·	4.3%
COc1ccccc1C(=S)N1CCOCC1	4.4%	3.1%
Cc1ccc(-c2nnn(CC(=O)N(CC3CCCO3)C(C(=O)NC(C)(C)C)c3ccc(F)cc3)n2)o1 (centres undefined)	-3.3%	2.8%
O=C(NCc1ccc(N2CCCC2=O)cc1)Nc1cccc2ccccc12	·	6.3%
O=C(O)CCC(=O)CCC(=O)c1ccccc1	4.5%	4.4%
CCN1C=CC(=C2C(=O)c3ccccc3C2=O)C=C1	-13.3%	0.6%
c1ccc(-c2nc(-c3ccncc3)no2)cc1	-10.2%	1.0%
Cn1c(=O)[nH]c(=O)c2c1nc(N1CCOCC1)n2CCSc1nc2ccccc2[nH]1	·	-1.5%
O=C(CN1CCOCC1)Nc1ccc(S(=O)(=O)NC2CCCCC2)cc1	-11.9%	1.3%
CCOC(=O)c1oc2nc(CC(C)C)c3c(c2c1N)CCC3	·	2.3%
Cc1ccc(N2CCN(C(=O)c3ccccc3Br)CC2)c(C)c1	-4.8%	3.6%
CS(=O)(=O)Nc1cccc(C(=O)CC2(O)C(=O)Nc3ccc(Br)cc32)c1 (centres undefined)	6.7%	-0.4%
Cc1ccc(S(=O)(=O)NCC2CCC(C(=O)NCc3ccc4c(c3)OCO4)CC2)cc1 (centres undefined)	·	0.7%
CCS(=O)(=O)c1nc2ccc([N+](=O)[O-])cc2s1	3.4%	6.0%
Cc1c(C(=O)OC(C)C)sc(NC(=O)c2ccc(Br)o2)c1C(=O)OC(C)C	3.9%	3.9%
CCOc1ccc(N2C(=O)CC(NCc3ccc(S(N)(=O)=O)cc3)C2=O)cc1 (centres undefined)	-0.3%	3.8%
CC(=C\c1ccccc1)/C=C1/SC(=Nc2ccc(F)cc2)NC1=O	5.5%	-5.0%
Cc1cccc(NC(=O)C(=O)NCc2ccccc2Cl)c1C	-1.2%	-3.4%
Cc1ccc(NC(=O)CSc2nnc(Cn3c(=O)sc4ccccc43)n2C)cc1	0.8%	3.1%
Cc1ccc(C)c(NC(=O)C2CC(O)CN2C(=O)OC(C)(C)C)c1 (centres undefined)	-10.5%	0.7%
O=C(C1CCN(S(=O)(=O)N2CCC3(CC2)OCCO3)CC1)N1CCOCC1	-5.3%	0.0%
CCOc1cc(C=C2C(=O)NC(=O)NC2=O)ccc1OCc1ccc(Cl)cc1	2.1%	-2.9%
COc1cc(C=NN2CCN(Cc3ccc(C)cc3C)CC2)cc(Br)c1O	-2.4%	0.4%
Cc1ccc(OCC(=O)Nc2nc(-c3ccccc3)cs2)c(C)c1	0.4%	·
Cc1cc(C)n(-c2nc(NCCO)c3c4c(sc3n2)CCCC4)n1	5.0%	-3.9%
COc1cc(/C=N/n2nnnc2N)ccc1O	-2.2%	0.2%
CC(=O)Nc1ccc(N(C)S(C)(=O)=O)cc1	·	-3.0%
O=C(Nc1cccc(-c2nc3ccccc3s2)c1)c1ccncc1	3.5%	0.4%
CCCC(=O)C1=C(N(C)c2ccccc2)CC(C)(C)C(C(=O)OC)C1=O (centres undefined)	-0.6%	-4.4%
CC(C)Cc1nnc(NC(=O)CSc2ncn[nH]2)s1	·	4.5%
N/C(=N\OC(=O)COc1ccc2ccccc2c1)c1ccccn1	3.1%	1.2%
CC1=NN(c2ccc(Cl)c(Cl)c2)C(=O)/C1=C/c1cccc([N+](=O)[O-])c1	-3.0%	-0.5%
COCCn1c(SCC(=O)N2CC(=O)Nc3ccccc32)nnc1-c1ccoc1C	·	-4.0%
CCOc1cc(NS(=O)(=O)c2ccccc2)c(OCC)cc1NC(=O)c1ccco1	·	-9.4%
COc1cc(C=C2C(=O)NC(=S)NC2=O)cc(Br)c1O	-1.8%	1.2%
Cc1ccc(N=Cc2ccccc2O)cc1F	1.2%	1.6%
CCCCNC(=O)C1CCN(Cc2ccccn2)CC1	·	1.3%
Cc1ccc(-c2nnc3ccc(SC(C)C(=O)O)nn23)cc1 (centres undefined)	-4.0%	-1.2%
O=C(c1cc2ccccc2c(=O)o1)N1CCCc2ccccc21	5.2%	2.0%
O=[N+]([O-])c1ccc(C2CNC(c3ccccc3O)O2)cc1 (centres undefined)	-0.4%	-4.5%
O=C(N/N=C/c1ccc(O)cc1)/C(=C/c1ccc([N+](=O)[O-])cc1)NC(=O)c1ccccc1	·	0.0%
O=C1C(Nc2ccccc2)=CC(c2ccccc2F)N1c1ccccc1 (centres undefined)	0.3%	-0.4%
O=C1CN(C(=O)CSc2nnc(C3CC3)n2-c2ccccc2)c2ccccc2N1	·	-2.3%
CCOC(=O)c1c(NC(=O)CN2C(=O)S/C(=C\c3ccccc3)C2=O)sc2c1CCCC2	2.2%	-1.7%
O=C(O)c1ccc2c(c1)N(Cc1cccc(F)c1)C(=O)CS2	2.3%	4.2%
COc1ccc(NC(=O)C2CC(=O)n3cnnc3S2)cc1 (centres undefined)	·	-7.7%
C=CCOc1ccc(CNc2nccs2)cc1	·	-6.4%
CCOCCOC(=O)c1ccc(NC(=O)c2ccc([N+](=O)[O-])cc2)cc1	2.4%	-0.8%
CC(NC(=O)C1CCC1)c1ccc2c(c1)OCO2 (centres undefined)	-2.7%	-1.3%
Cc1ccc(O)c(-c2cc(C(=O)Nc3ccc(S(=O)(=O)N4CC(C)OC(C)C4)cc3)[nH]n2)c1 (centres undefined)	-1.5%	·
Going on with the list.
SMILES	MKP-3 inhibition	Hsp70 displacement
O=C(/C=C/c1ccc2c(c1)OCO2)c1ccncc1	-1.8%	5.7%
Cc1cc(C)c(NC(=O)CS(=O)CC(=O)NCC2CCCO2)c(C)c1 (centres undefined)	1.7%	-5.7%
N#CC1=C(N)NC(SCc2ccccc2)=C(C#N)C12CCCCC2	-7.8%	-1.2%
COc1ccc(CNCc2ccc([N+](=O)[O-])cc2)c(OC)c1	1.0%	-4.6%
CC1CCN(S(=O)(=O)c2ccc(NC(=O)CN3CCCC(C)C3)cc2)CC1 (centres undefined)	·	-2.7%
FC(F)(F)c1ccccc1Nc1nccs1	-2.7%	-2.8%
O=C(c1ccc(S(=O)(=O)NCC2CCCO2)cc1)N1CCc2ccccc21 (centres undefined)	8.3%	1.6%
COc1ccc(C2C(C(=O)OC(C)(C)C)C(=O)CC(C)(O)C2C(=O)OC(C)(C)C)cc1OC (centres undefined)	2.3%	3.9%
CCOc1ccc(S(=O)(=O)NCc2csc(C)n2)cc1	·	1.4%
COCc1cc(C)nc(N2CCOCC2)c1C#N	6.4%	1.3%
COC(=O)c1ccc(/C=C2\SC(=S)N(C(Cc3ccccc3)C(=O)O)C2=O)cc1 (centres undefined)	4.8%	-0.2%
COC(=O)c1ccc(CSc2nnc(NCc3ccccc3)s2)o1	-3.5%	-1.0%
Cc1cnn(-c2cc(N/N=C/c3ccc(Br)cc3)ncn2)c1	1.1%	-0.5%
CC1=C(C(=O)OC(C)C)C(c2ccccn2)C2=C(CC(C)(C)CC2=O)N1 (centres undefined)	-1.5%	0.6%
CCCC(=O)N=C1SC2CS(=O)(=O)CC2N1c1ccc(CC)cc1 (centres undefined)	0.1%	1.3%
O=C(Cn1cnc2ccccc2c1=O)NCc1ccc2c(c1)OCO2	·	0.4%
O=C(NC(c1ccccc1)c1ccccc1)c1ccc([N+](=O)[O-])cc1	-2.1%	1.2%
CCc1cc2c(N3CCN(c4ccccc4)CC3)ncnc2s1	-7.4%	3.5%
CN(C)S(=O)(=O)N1CCCN(S(=O)(=O)N(C)C)CC1	5.7%	0.5%
CCOC(=O)c1c(CN2CCN(Cc3ccccc3)CC2)n(C)c2cc(Br)c(OC)cc12	·	1.6%

13 entries already listed, ordered by heavy-atom count, smallest number first:
SMILES	MKP-3 inhibition	Hsp70 displacement
FC(F)(F)c1ccccc1Nc1nccs1	-2.7%	-2.8%
COCc1cc(C)nc(N2CCOCC2)c1C#N	6.4%	1.3%
O=C(/C=C/c1ccc2c(c1)OCO2)c1ccncc1	-1.8%	5.7%
CCOc1ccc(S(=O)(=O)NCc2csc(C)n2)cc1	·	1.4%
COc1ccc(CNCc2ccc([N+](=O)[O-])cc2)c(OC)c1	1.0%	-4.6%
CCc1cc2c(N3CCN(c4ccccc4)CC3)ncnc2s1	-7.4%	3.5%
CCCC(=O)N=C1SC2CS(=O)(=O)CC2N1c1ccc(CC)cc1 (centres undefined)	0.1%	1.3%
O=C(Cn1cnc2ccccc2c1=O)NCc1ccc2c(c1)OCO2	·	0.4%
CC1=C(C(=O)OC(C)C)C(c2ccccn2)C2=C(CC(C)(C)CC2=O)N1 (centres undefined)	-1.5%	0.6%
O=C(c1ccc(S(=O)(=O)NCC2CCCO2)cc1)N1CCc2ccccc21 (centres undefined)	8.3%	1.6%
COC(=O)c1ccc(/C=C2\SC(=S)N(C(Cc3ccccc3)C(=O)O)C2=O)cc1 (centres undefined)	4.8%	-0.2%
CCOC(=O)c1c(CN2CCN(Cc3ccccc3)CC2)n(C)c2cc(Br)c(OC)cc12	·	1.6%
COc1ccc(C2C(C(=O)OC(C)(C)C)C(=O)CC(C)(O)C2C(=O)OC(C)(C)C)cc1OC (centres undefined)	2.3%	3.9%

Returning to the listing with the 3 entries that preceded the break.
SMILES	MKP-3 inhibition	Hsp70 displacement
CCc1cc2c(N3CCN(c4ccccc4)CC3)ncnc2s1	-7.4%	3.5%
CN(C)S(=O)(=O)N1CCCN(S(=O)(=O)N(C)C)CC1	5.7%	0.5%
CCOC(=O)c1c(CN2CCN(Cc3ccccc3)CC2)n(C)c2cc(Br)c(OC)cc12	·	1.6%
Cc1ccc(NC(=O)C2CCCN(S(=O)(=O)c3cccs3)C2)cc1 (centres undefined)	-5.8%	0.2%
CCCCN(CC)S(=O)(=O)c1ccc(C(=O)Nc2nnc(-c3cccs3)o2)cc1	3.8%	2.1%
COc1cc(NC(=O)c2cccnc2)c(OC)cc1NC(=O)c1cccnc1	-0.3%	0.8%
CC(C)=CC(=O)Nc1nnc(C)s1	·	8.0%
CCNC(=O)C(=O)Nc1ccccc1OCC	-4.7%	0.2%
Cc1cc(=O)n2c(ccc3ccccc32)c1C#N	3.7%	3.7%
O=C1C2C(C(=O)N1c1ccc(Br)cc1)C2(c1ccccc1)c1ccccc1 (centres undefined)	1.3%	0.4%
COc1ccc(OC(=O)c2cccnc2)cc1	·	0.6%
CCCCCNC(=O)C(C)NS(=O)(=O)c1ccc(OC)cc1 (centres undefined)	-7.9%	·
Cc1sc2ncn(CC(=O)NCCCC(=O)N3CCN(c4ccccc4)CC3)c(=O)c2c1C	·	3.2%
Cc1sc2nc(C(C)C)nc(SCC(=O)NCc3ccco3)c2c1C	1.7%	-0.2%
O=C(Cn1nnc(-c2ccc(Cl)cc2)n1)NC1CC2CCC1C2 (centres undefined)	-9.9%	6.1%
COc1cc(-c2nc(-c3ccccc3)c(-c3ccccc3)[nH]2)cc(OC)c1OC	-1.5%	1.3%
CN(CCN(C)/N=C/c1cc(Cl)ccc1O)/N=C/c1cc(Cl)ccc1O	0.0%	-1.8%
Cc1nnc(SCC(=O)Nc2ccc(/C=C/c3ccccc3)cc2)s1	0.2%	2.8%
Cc1cc2nc(SCc3ccc(Cl)cc3)nc(C)c2cc1C	-0.3%	3.4%
CC1=NN(C(=O)OC(C)(C)C)C(O)(c2ccc(Br)cc2)C1 (centres undefined)	0.9%	4.6%
Cc1ccc2c(CSc3nnc(C4CC4)n3N)cc(=O)oc2c1	-14.4%	-3.7%
c1coc(-c2nnc(SCc3cn4ccccc4n3)o2)c1	-16.0%	-1.2%
O=C(c1cc(-c2cccs2)on1)N1CCc2ccccc2C1	-0.6%	1.0%
COc1ccc(C2N=C(c3ccccc3)C(C)(C)N2O)cc1 (centres undefined)	·	0.2%
COC(=O)c1ccccc1NC(=O)c1cc(-c2ccccc2)nc2ccccc12	4.0%	-2.0%
O=C(c1ccco1)N1CCN=C1SCc1cccc(Cl)c1	-0.5%	-5.0%
O=C(CSc1nnc2n(Cc3ccccc3)c(=O)c3c4c(sc3n12)CCCC4)c1ccccc1	-2.2%	4.7%
O=C(Oc1cccc(N2C(=O)CCC2=O)c1)c1ccccc1	·	2.0%
CC(C)CNC(=O)c1cccc(NC(=O)CN2C(=O)c3ccccc3C2=O)c1	1.1%	0.3%
CCOc1ccc(N2CCCn3c2nc2c3c(=O)n(CCc3ccccc3)c(=O)n2C)cc1	3.1%	4.8%
CCOC(=O)c1c(C)nn(Cc2ccccc2)c1N	0.5%&1.5%	1.6%
Cc1ccc(F)c(NC(=O)CCc2ccccc2)c1	·	-4.2%
CCCCCCOc1cccc(N)c1	-0.6%	3.9%
COC(=O)c1cn(N(C)c2ncc(C(F)(F)F)cc2Cl)c(=O)c2ccccc12	·	-0.3%
CCCN(CCC)c1ncnc2nc[nH]c12	-5.8%	1.8%
CCOC(=O)C1(C(F)(F)F)N=C(C(F)(F)F)Nc2ccccc21 (centres undefined)	·	7.7%
CCC(Sc1n[nH]c(=O)[nH]c1=O)C(=O)OCc1ccccc1 (centres undefined)	-0.7%	0.2%&2.7%
C1CNCCNCCNCCN1	-3.8%	-3.5%
O=C(c1c(O)c2ccccc2oc1=O)C1CCCCC1	·	-2.5%
